High-throughput results from PubChem.
GLS inh – inhibitors of human glutaminase (GLS). O94925. actives 0.21% (n = 410,000). Potency, µM (doses to about 45.5 µM), for inactives: at the highest dose activity change, negative = inhibition, hits mostly inhibitors. GLS enzymatic activity, qHTS titration. AID 624170; active means well fitted inhibition curve with a large enough effect; further: potency means the concentration at half of the fitted maximal effect
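Glutamate formation by hKGA was monitored fluorometrically using coupled glutamate oxidase, HRP and Amplex Red. Substrate was added as 1 mM L-glutamine solution; incubation was 30 min at RT after an initial read.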
PI4K2A block – blocks human PI4K2A kinase activity. Q9BTU6. purified PI4K2A, ADP-Glo luminescence, 1 h; stronger effect = lower value. activity change, negative = inhibition, % at 76.9 µM. actives 0.13% (n = 420,000). AID 1346378; in the data active means activity change below about -50%;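 further: -100% = wells without enzyme as full effect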
Target sequence (Q9BTU6 whole entry, looked up): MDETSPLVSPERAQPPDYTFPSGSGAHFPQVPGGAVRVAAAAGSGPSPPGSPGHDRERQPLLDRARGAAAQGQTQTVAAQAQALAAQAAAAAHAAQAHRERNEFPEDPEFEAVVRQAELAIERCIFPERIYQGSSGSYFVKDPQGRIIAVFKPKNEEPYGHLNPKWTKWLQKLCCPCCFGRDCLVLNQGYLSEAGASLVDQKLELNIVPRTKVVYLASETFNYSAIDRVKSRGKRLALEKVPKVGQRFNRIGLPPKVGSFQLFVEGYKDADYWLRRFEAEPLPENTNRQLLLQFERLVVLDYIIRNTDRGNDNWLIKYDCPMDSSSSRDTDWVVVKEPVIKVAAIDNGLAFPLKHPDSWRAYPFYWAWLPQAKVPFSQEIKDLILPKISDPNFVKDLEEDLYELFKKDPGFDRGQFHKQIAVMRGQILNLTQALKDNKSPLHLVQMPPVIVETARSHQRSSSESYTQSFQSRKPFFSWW
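Compounds are screened against recombinant PI4K2A using PI as substrate and ATP, the latter dispensed at 300 microM. Reactions run one hour at ambient temperature before ADP-Glo detection; full inhibition defined by wells lacking enzyme.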
* hit, by the source's call; i = inactive; [ ] = remark or other dose. Unless noted, on the % scale 0 is the no-effect control and ±100 the full control effect. A portion of the library. The share of hits here may be higher or lower than overall.

A first look (six entries):
SMILES	GLS inh	PI4K2A block
CCOC(=O)[C@]12CCC=C1N(CCC1=CCCCC1)C(=O)[C@H](CC(=O)NCc1cccc3ccccc13)C2	-4%	2
CN(C)CCN1CCN(C2CN(C3CCCC3)S(=O)(=O)C2)CC1 (stereo unspecified)	10%	3
CC(C)C[C@H]1CN(CCCC[C@H]2CNC(=O)C(=O)N2Cc2ccccc2)C(=O)C(=O)N1CCc1ccc(O)cc1	-1%	1
Nc1c(-c2cccs2)nc2ccccn12	8%	-4
COc1ccc(CN2C[C@H]3CON(C)[C@H]3C[C@H]2c2ccc(-c3ccccc3)cc2)cc1	12%	-1
O=C(NCc1cccc(Cl)c1)c1ccc(-c2cccnc2)c2ccoc12	10%	1

The whole of this part, repeating the preview:
SMILES	GLS inh	PI4K2A block
CCOC(=O)[C@]12CCC=C1N(CCC1=CCCCC1)C(=O)[C@H](CC(=O)NCc1cccc3ccccc13)C2	-4%	2
CN(C)CCN1CCN(C2CN(C3CCCC3)S(=O)(=O)C2)CC1 (stereo unspecified)	10%	3
CC(C)C[C@H]1CN(CCCC[C@H]2CNC(=O)C(=O)N2Cc2ccccc2)C(=O)C(=O)N1CCc1ccc(O)cc1	-1%	1
Nc1c(-c2cccs2)nc2ccccn12	8%	-4
COc1ccc(CN2C[C@H]3CON(C)[C@H]3C[C@H]2c2ccc(-c3ccccc3)cc2)cc1	12%	-1
O=C(NCc1cccc(Cl)c1)c1ccc(-c2cccnc2)c2ccoc12	10%	1
CC[C@H](C)[C@@H]1NC(=O)[C@@H](CC(C)C)NC(=O)[C@H](C(C)C)NC(=O)[C@H]2CSSC[C@H](NC1=O)C(=O)N2	-10%	-1
N#CC1=C(Nc2ccccc2Cl)SC(c2ccncc2)NC1=O (stereo unspecified)	5%	-1
Cc1ccccc1CNC(=O)c1ccc2sc([C@H]3C[C@H](O)[C@@H](CO)O3)nc2c1	0%	-6
Cc1ccc(S(=O)(=O)NC(=O)C2(C)CCN2C(=O)c2cccc(F)c2)cc1 (stereo unspecified)	10%	-3
COc1ccccc1-c1cccc(-c2nc(C(=O)N3CCCCC3)cc3c2[C@H](CCO)N(S(=O)C(C)(C)C)C3)c1 (stereo partly specified)	-1%	2
O=C(Nc1ccc2c(c1)OCO2)c1csc([C@H]2C[C@H](O)[C@@H](CO)O2)n1	-1%	-5

Sorted by value in GLS inh (highest first): 6 of the compounds above.
molecule,GLS inh,PI4K2A block
Cc1ccc(S(=O)(=O)NC(=O)C2(C)CCN2C(=O)c2cccc(F)c2)cc1 (stereo unspecified),10%,-3
Nc1c(-c2cccs2)nc2ccccn12,8%,-4
Cc1ccccc1CNC(=O)c1ccc2sc([C@H]3C[C@H](O)[C@@H](CO)O3)nc2c1,0%,-6
CC(C)C[C@H]1CN(CCCC[C@H]2CNC(=O)C(=O)N2Cc2ccccc2)C(=O)C(=O)N1CCc1ccc(O)cc1,-1%,1
CCOC(=O)[C@]12CCC=C1N(CCC1=CCCCC1)C(=O)[C@H](CC(=O)NCc1cccc3ccccc13)C2,-4%,2
CC[C@H](C)[C@@H]1NC(=O)[C@@H](CC(C)C)NC(=O)[C@H](C(C)C)NC(=O)[C@H]2CSSC[C@H](NC1=O)C(=O)N2,-10%,-1

(continued)
SMILES	GLS inh	PI4K2A block
COC(=O)c1ccc2nc(-c3ccc(OC)c(OC)c3)c(Cc3ccccc3OC)n2c1	2%	-7
CCc1ccc(C(=O)C(C)CN2CCCCC2)cc1 (stereo unspecified)	11%	1
COc1cccc(-c2cnc3c(NC=O)cc(-c4cc(C)c(O)c(C)c4)cn23)c1	3%	-7
CCOC(=O)[C@]12CCCC=C1N(Cc1cccc3ccccc13)C(=O)[C@H](CC(=O)NCCCOC)C2	-2%	6
CCN(CC)CCN1CCN(c2cncc(-c3cccc(N)c3)n2)CC1	13%	0
CC(C)n1nnnc1C1c2ccccc2C(=O)N1Cc1cccc(F)c1 (stereo unspecified)	4%	0
CCCCCCCCN1C(=O)[C@H](CC(=O)NCCCC)C[C@@]2(C(=O)OCC)CCCC=C12	-26%	-3
CCOC(=O)[C@]12CCCC=C1N(Cc1ccc(Cl)cc1Cl)C(=O)[C@H](CC(=O)N1CCN(C(=O)C3CC3)CC1)C2	-13%	6
O=C1NC[C@H](CCCCN2C[C@H](Cc3ccc(O)cc3)N(CC3CCCCC3)C(=O)C2=O)N(CCc2ccccc2)C1=O	2%	3
COc1ccc(NC(=O)C2(C)CCN2C(=O)Cc2ccc(Cl)cc2Cl)cc1OC (stereo unspecified)	-6%	-3
Cn1ccc2c(N(c3ccccc3)C3CCCCC3)cc3c(c21)C1CCC3O1 (stereo unspecified)	13%	2
O=C1NC[C@@H](Cc2ccc(O)cc2)N(CCc2cc(C(F)(F)F)cc(C(F)(F)F)c2)C1=O	-6%	-6
Cc1cn([C@H]2C[C@H](O)[C@@H](CCC(=O)NCC(c3ccccc3)c3ccccc3)O2)c(=O)[nH]c1=O	-2%	3
CC1=C(C(=O)N(C(C)C)C(C)C)CC(CC(=O)NCCc2ccccn2)C(=O)N1CCC1=CCCCC1 (stereo unspecified)	-1%	-1
CCc1nc2ccc(C(=O)N(C)Cc3ccccc3)cn2c1N(C)Cc1ccc(OC)cc1	1%	4
COc1cc2cc(C(=O)NC(C)c3cccc4ccccc34)c(N)nc2cc1OC (stereo unspecified)	4%	-1
FC(F)(F)c1ccc(-c2cccc3c2C2CC3CCN2C(=S)NCCc2ccccc2)cc1 (stereo unspecified)	3%	1
COCCC(=O)N1CCOCC1c1cc(C(=O)Nc2ccccc2)no1 (stereo unspecified)	-3%	-2
O=P(O)(O)C(O)(Cc1cccnc1)P(=O)(O)O	-12%	0
COc1ccc(-c2ccc(C(=O)NCc3ccccc3)c3occc23)c(C)c1	-1%	-1
CCNC(=O)C1(C)CCCN(Cc2ccc3ccccc3c2Br)C1 (stereo unspecified)	-1%	4
OC[C@H]1O[C@@H](c2nc(-c3nc(-c4ccc(F)cc4)no3)cs2)[C@H](O)[C@@H]1O	13%	-10
Cc1cc(C)cc(CC(=O)N2CCC2(C)C(=O)NS(=O)(=O)c2cccc(OC(F)F)c2)c1 (stereo unspecified)	9%	-6
O=C(Nc1ccccc1)c1cc(C2CCCCN2C(=O)CCc2ccccc2)on1 (stereo unspecified)	0%	-4
OC(c1ccccc1)(c1nc(-c2ccccc2)cs1)C(F)(F)F (stereo unspecified)	-2%	-9
CCCN(C)C[C@@H]1OCCCC[C@@H](C)Oc2ccc(NC(=O)c3ccccc3)cc2C(=O)N([C@H](C)CO)C[C@@H]1C	19%	3
COc1ccccc1CNC(=O)C1(C)CCN1C(=O)C1(c2ccccc2)CC1 (stereo unspecified)	-11%	1
CCCNC(=O)C1(C)CCN(C(=O)c2cccc(Cl)c2)C1 (stereo unspecified)	-9%	2
CCOC(=O)[C@]12CCC=C1N(Cc1ccc3c(c1)OCO3)C(=O)[C@H](CC(=O)NCc1ccccc1)C2	-4%	-4
Cc1ccc(F)cc1C(=O)N1CCCC(c2cc(C(=O)Nc3ccccc3)no2)C1 (stereo unspecified)	0%	0
CC(=O)SCC(CC(=O)c1ccc(C)cc1)C(=O)O (stereo unspecified)	2%	4
Cc1cc2nc(-c3ccc(Cl)cc3)c(CC(C)(C)C)n2c(C)c1Br	-8%	-2
CCOC(=O)C1CCCN(C(=O)c2ccc3sccc3c2)CC1 (stereo unspecified)	-10%	-2
CC(C)(C)c1ccc(S(=O)(=O)NC(=O)C2(C)CCN2C(=O)CC2CCCC2)cc1 (stereo unspecified)	-13%	0
NC(=O)c1cccc(-c2ccnc3c2CC(C(=O)NCc2cccc(Cl)c2)O3)c1 (stereo unspecified)	-6%	5
Cc1ccc(C)c(NC(=O)C2(C)CCN2C(=O)C(C)C)c1 (stereo unspecified)	6%	2
COc1ccc(C(C)(O)c2nc(-c3ccc(C)c(C)c3)cs2)cc1 (stereo unspecified)	2%	0
CCCCCCN1CCN(C2CN(Cc3cn(CCCC(=O)OC)nn3)S(=O)(=O)C2)CC1 (stereo unspecified)	-13%	0
CN1CCN(c2ncnc3c2ncn3[C@H]2CN(Cc3ccccc3)C[C@@H](CO)O2)CC1	9%	-1
O=C(NCc1ccc(F)cc1)c1cc(C2CCCCN2S(=O)(=O)Cc2ccccc2)on1 (stereo unspecified)	1%	5
COCCNC(=O)C1CCCN(C(=O)c2cc(-c3cccs3)oc2C)CC1 (stereo unspecified)	1%	1
COc1ccc(-c2csc(C(C)(O)c3ccc(F)c(F)c3)n2)cc1 (stereo unspecified)	0%	-3
C=CCC[C@@H](CCCCC)OC(=O)/C=C/[C@@H](O)[C@H](O)C[C@@H](O)CC=C	-2%	-1
CC1(C(=O)NS(=O)(=O)Cc2cccc(Cl)c2)CCN1C(=O)Cc1ccccc1 (stereo unspecified)	2%	0
C=CCNc1nc(NCCOC)c2sc(-c3ccccc3)cc2n1	3%	-3
O=C(NCc1ccccn1)[C@@H]1CCCN1C(=O)[C@@H]1CCCN1C(=O)c1c(F)cccc1F	8%	3
CN(C)C(=O)c1ccc(SC(=S)NCc2ccccc2)cc1	18%	-7
COc1ccccc1CNC(=O)C1(C)CCCCN1C (stereo unspecified)	-1%	-4
CCc1nc2ccc(C(=O)N3CCN(S(=O)(=O)CC)CC3)cn2c1N(CC)CCOC	4%	2
Cc1cc(F)cc(-c2cc(C(=O)NCc3ccccn3)[nH]n2)c1	0%	-1
COCCCn1cc(CN2CC(N3CCN(C)CC3)CS2(=O)=O)nn1 (stereo unspecified)	-12%	-6
COc1ccc(NC(=O)c2sc(=O)n(Cc3ccc(SC)cc3)c2C)cc1OC	-5%	1
CC(C)C[C@H]1CNC(=S)N1C[C@H]1CCCN1C[C@H](Cc1ccc(O)cc1)N1C[C@H](CC(C)C)N(CCc2ccccc2)C1=S	11%	-6
CC1(C(=O)NCCC(F)(F)F)Cc2c(-c3cccc(C(N)=O)c3)ccnc2O1 (stereo unspecified)	1%	8
O=C(NCC1CC1)NC(=O)c1ccccc1F	-3%	1
CC(C)C(C)(C)C(C)(C)C(C)(C)S	0%[99.4 µM]	i
CC(C)(C)C(=O)c1c(N)[nH]c(C(=O)c2ccccc2)c1-c1ccc(Cl)cc1	61%[activator]	-1
O=C(O)Cc1cccc2c(=O)cc(-c3ccccc3)oc12	4%	-2
CCCCn1nnnc1C(c1ccccc1)N1CCN(c2cccc(C(F)(F)F)n2)CC1 (stereo unspecified)	-13%	-6
CN1OC[C@@H]2CN3C(=O)N(c4ccccc4)c4ccccc4[C@@H]3C[C@@H]21	-5%	0

New compounds follow.
SMILES	GLS inh	PI4K2A block
Cc1cccc(C(O)c2ncc(-c3ccccc3Cl)[nH]2)c1C (stereo unspecified)	4%	1
CC(C)CNC(=O)C1(C)CCCCCN1C(=O)c1cc(C#N)cs1 (stereo unspecified)	8%	-1
CC(C)C[C@H]1CN(CCCC[C@H]2CNC(=O)C(=O)N2CC2CCCCC2)C(=O)C(=O)N1Cc1ccccc1	-28%	4
CCCC[C@@H]1CNC(=O)C(=O)N1CCCCC1CCCCC1	-17%	-5
CC(C)(C)n1nnnc1C(c1ccnc2ccccc12)N1CCN(C/C=C/c2ccccc2)CC1 (stereo unspecified)	4%	3
c1ccc(COc2ccc(-c3cc4nc(NCc5ccc6c(c5)OCO6)ccn4n3)cc2)cc1	4%	4
CCOc1ccc(-c2cc(C(=O)Nc3cccc(C(F)(F)F)c3)[nH]n2)c(C)c1	-6%	-1
NC(N)=NCCN1CCCCCCC1	3%[20 µM]	i
CC(=O)Nc1cc(-c2ccccc2CN(C)C)cn2c(-c3ccc(F)c(Cl)c3)cnc12	14%	-3
O=c1[nH][nH]c2c1[C@H](c1ccccc1)O[C@H](C1CCCCC1)C2	3%	-7
COc1ccc(CCNC(=O)Nc2nnc([C@@H]3C[C@H](O)[C@@H](CO)O3)s2)cc1OC	-1%	-5
Nc1nc(=O)n([C@@H]2CS[C@H](CO)O2)cc1F	-14%	-4
COc1ccc(NS(=O)(=O)c2ccc(N)cc2)nn1	7%[20 µM]	0
O=C1NC[C@H](CCCCN2CCN(Cc3ccccc3)C(=O)C2=O)N(CCC2CCCCC2)C1=O	7%	-2
O=C1NC[C@@H](CCCCN2C[C@H](Cc3ccc(O)cc3)N(CCc3ccccc3)C(=O)C2=O)N(Cc2ccccc2)C1=O	9%	5
CCCCNC(=O)C1(C)CCN1C(=O)c1sccc1C (stereo unspecified)	-8%	-5
Nc1nc2ccccc2cc1C(=O)NCCCCc1ccccc1	17%	-6
CCCCc1c(-c2ccccc2OC)ncn1CCc1cccc(Cl)c1	4%	3
CCOC(=O)C1CCCN(C(=O)c2ccccc2)CC1 (stereo unspecified)	12%	1
CC1(C(=O)NS(=O)(=O)c2cccc(OC(F)F)c2)CCN1C(=O)CC1CCCC1 (stereo unspecified)	1%	3
NC(COCc1ccccc1)c1csc(Nc2nncc3ccccc23)n1 (stereo unspecified)	-4%	-4
COc1ccccc1-c1cc2nc(NCc3cccc(Cl)c3)ccn2n1	-6%	0
CC(=O)NC(c1ccccc1)c1nc(-c2ccc3ccccc3c2)cs1 (stereo unspecified)	-2%	-1
CSc1ccc(CN2CCC(C)(Oc3ccc(C(C)=O)cc3)C2)cc1 (stereo unspecified)	8%	5
Clc1cccc(Cc2c(C3CCCCC3)nc3c4ccccc4ccn23)c1	-3%	-9
CCC(=O)N1CCC(C)(C(=O)Nc2ccc3c(c2)OCCO3)C1 (stereo unspecified)	-6%	0
CCOC(=O)C1CCCN(C(=O)c2cc(F)ccc2C)CC1 (stereo unspecified)	6%	6
Cc1cc(C)cc(Cn2cc(CN3CC(N4CCN(Cc5ccccc5F)CC4)CS3(=O)=O)nn2)c1 (stereo unspecified)	-3%	4
